# RECQ1 helicase: qHTS Assay for Inhibitors of RecQ-Like Dna Helicase 1 (RECQ1) | ATP-dependent DNA helicase Q1 (Homo sapiens), P46063 | RECQ1 DNA unwinding, red fluorescence kinetic read | Potency, µM (highest dose often 57.3 µM), for inactives: top-dose activity, negative = inhibition, most hits filed as inhibitors | 240,000 compounds, 0.54% hits | AID 2549, 2010;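 also: plate controls were vehicle for no effect and no enzyme for full effect; nearly all actives have a fitted effect of over 30% in size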
#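 RECQ1T1 50 nM; forked duplex (20 bp + 30-nt ss tails) 200 nM, ATP 2 mM final; pH 8.0, 2 mM MgCl2, 2.5 ug/ml poly(dI-dC); 15 min compound preincubation; discontinuous kinetic read over 2 h at RT.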
# TRb SRC2 PPI: qHTS for Inhibitors of the Interaction of Thyroid Hormone Receptor and Steroid Receptor Coregulator 2; Thyroid hormone receptor beta (Homo sapiens), P10828; TRbeta-SRC2 peptide binding, fluorescence polarization; receptor liganded with 1 µM T3; Potency, µM (top dose mostly 106 µM), without a hit: top-dose activity change, negative = inhibition, hits mostly inhibitors; 280,000 compounds, 0.065% hits; AID 1469, 2008;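 also: plate controls were bound peptide for no effect and peptide without receptor for full effect; nearly all actives have a fitted effect of over 50% in size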
# Target sequence (P10828 whole entry, looked up): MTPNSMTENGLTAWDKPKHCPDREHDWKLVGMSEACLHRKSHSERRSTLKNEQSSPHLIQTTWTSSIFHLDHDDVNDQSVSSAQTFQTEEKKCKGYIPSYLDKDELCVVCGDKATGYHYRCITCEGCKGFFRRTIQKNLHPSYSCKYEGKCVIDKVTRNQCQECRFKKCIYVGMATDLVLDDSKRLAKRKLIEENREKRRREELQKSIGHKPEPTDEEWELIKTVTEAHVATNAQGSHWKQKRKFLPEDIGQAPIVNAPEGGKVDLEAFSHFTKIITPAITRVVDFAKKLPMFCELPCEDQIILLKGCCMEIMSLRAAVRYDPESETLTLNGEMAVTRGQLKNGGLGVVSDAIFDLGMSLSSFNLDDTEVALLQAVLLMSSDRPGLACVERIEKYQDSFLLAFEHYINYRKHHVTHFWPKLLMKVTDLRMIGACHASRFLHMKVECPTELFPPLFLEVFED
#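 Binding of a 20-amino-acid Texas Red SRC2 peptide (20 nM) to TRb ligand-binding domain (0.6 uM) with agonist T3 at 1 uM was followed by fluorescence polarization after a 5 hr room-temperature incubation.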
# GAA inhib: qHTS Assay for Inhibitors of Human alpha-Glucosidase as a Potential Chaperone Treatment of Pompe Disease; purified human GAA, 4-MU-alpha-glucoside fluorescence; Potency, µM (highest dose often 76.9 µM), inactives show at the top dose activity change, negative = inhibition, most hits filed as inhibitors; 200,000 compounds, 0.005% hits; AID 1466, 2008;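 also: plate controls were uninhibited enzyme wells for no effect and no-enzyme background for full effect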
#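 Activity normalized between no-enzyme (basal) and enzyme-only wells. Conditions: 4 nM human enzyme, 400 uM fluorogenic substrate, citrate/phosphate pH 5.0 with Tween-20, 20 min room temperature, compounds up to 77 uM.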
# TR SRC2 fluor cs: Total Fluorescence Counterscreen for Inhibitors of the Interaction of Thyroid Hormone Receptor and Steroid Receptor Coregulator 2 | TRb/SRC2 Texas Red total fluorescence interference | Potency, µM (highest dose often 106 µM), inactives show at the top dose fluorescence change, negative = quenching | 280,000 compounds, 0.29% hits | AID 1479, 2009; active = well fitted curve in either direction with a large enough effect; inconclusive = small, poorly fitted or top-dose-only effect
#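 Human TRb ligand-binding domain at 0.6 uM with 20 nM Texas Red SRC2 peptide in Tris buffer containing 1 uM T3 and 5% DMSO, incubated with compound 5 h at ambient temperature. Total fluorescence (555/632 nm) calculated as parallel + 2 × perpendicular.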
# GoLoco inh red: qHTS Assay for Inhibitors of RGS12 GoLoco Motif Activity (Red Fluorophore); Potency, µM (highest dose often 61.6 µM), for the others: at the top dose activity, negative = inhibition, usual class: inhibitors; Gai1:RGS12 GoLoco peptide FP, rhodamine, 10 min; 230,000 compounds, 0.44% hits; Guanine nucleotide-binding protein G(i) subunit alpha-1 (Homo sapiens), P63096; active = well fitted inhibition curve with a large enough effect, not every such curve was filed as active; inactive = no such curve, though single readings can be large or run the other way; also: nearly all actives have a fitted effect of over 30% in size; many of its hits are not listed in these tables
# Target sequence (P63096 whole entry, looked up): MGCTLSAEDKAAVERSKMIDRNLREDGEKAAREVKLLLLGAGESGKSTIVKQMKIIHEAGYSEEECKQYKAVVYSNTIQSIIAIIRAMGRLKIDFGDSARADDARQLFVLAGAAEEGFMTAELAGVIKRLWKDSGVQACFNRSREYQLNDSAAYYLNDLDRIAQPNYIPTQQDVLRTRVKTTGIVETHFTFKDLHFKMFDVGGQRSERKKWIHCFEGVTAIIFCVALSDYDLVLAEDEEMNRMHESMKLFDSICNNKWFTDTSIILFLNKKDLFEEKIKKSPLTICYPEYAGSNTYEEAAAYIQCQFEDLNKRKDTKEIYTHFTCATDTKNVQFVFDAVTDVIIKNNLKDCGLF
# aGlu spleen mod: qHTS Assay for Inhibitors and Activators of Human alpha-Glucosidase From Spleen Homogenate; human spleen homogenate, 4-MU-alpha-glucoside fluorescence; Lysosomal alpha-glucosidase (Homo sapiens), P10253; 240,000 compounds, 0.006% hits; Potency, µM (highest dose often 79.9 µM), inactives show at the top dose activity change, negative = inhibition, hits mostly inhibitors; AID 2112, 2009;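 also: 0% = enzyme with vehicle and -100% = no enzyme basal signal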
#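 Human spleen homogenate (1 ug) with 4-methylumbelliferyl-alpha-D-glucopyranoside (1 mM final) in 50 mM citrate/phosphate pH 5.0, 0.01% Tween-20; 40 min at 37 C. Stopped at pH 10; 4-MU fluorescence Ex 365/Em 440 nm; AC50 by Hill fit.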
# GAA glycogen mod: qHTS Assay for Inhibitors and Activators of Human alpha-Glucosidase Cleavage of Glycogen. Lysosomal alpha-glucosidase (Homo sapiens), P10253. recombinant GAA, glycogen substrate, Amplex Red glucose oxidase fluorescence. Potency, µM (doses to about 76.4 µM), inactives show top-dose activity change, negative = inhibition, most hits filed as inhibitors. 300,000 compounds, 0.38% hits. AID 2100, 2009;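 also: 0% = full enzyme reaction and -100% = no-enzyme basal signal; the screen sought inhibitors and activators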
#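 qHTS, 1536-well; enzyme 4 nM final; cpd up to 77 uM; substrate bovine liver glycogen 30 ug; 50 mM citrate/phosphate pH 5.0, 0.01% Tween-20; 37 C, 40 min; Amplex Red detection 45 min RT; Hill fit → AC50.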
# L3MBTL1 block: qHTS Assay for the Inhibitors of L3MBTL1; AlphaScreen L3MBTL1–H3K9me1 peptide binding; AID 485360, 2010; Potency, µM (series often up to 57.1 µM), for inactives: at the top dose activity, negative = inhibition, most hits filed as inhibitors; 230,000 compounds, 0.66% hits; also: nearly all actives have a fitted effect of over 60% in size
#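 First, the protein-peptide complex forms for 30 min at room temperature (L3MBTL1 50 nM, biotinylated H3K9me1 peptide 75 nM). Next, compounds are pin-transferred and incubated 30 min. Finally, AlphaScreen beads are added and read after 30 min.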
# * hit, by the source's call; i = inactive; ? = inconclusive; / = no result given; [ ] = dose if it differs, or a comment. Unless noted, calls follow the shape of the dose curve; as a rule, active = well fitted curve in the direction sought with a large enough effect; inconclusive = small, poorly fitted or top-dose-only effect, or another doubt; inactive = no such curve, though single readings can be large; an effect the other way counts as inactive or inconclusive. Unless noted, % is scaled to controls: 0 for no effect and ±100 for the full control effect; potency is read from the fitted curve at half-maximal effect. A portion of the library; count on the stated rates, not on these rows.
SMILES,RECQ1 helicase,TRb SRC2 PPI,GAA inhib,TR SRC2 fluor cs,GoLoco inh red,aGlu spleen mod,GAA glycogen mod,L3MBTL1 block
COc1ccc(/C=C(\C#N)C(=O)OCC(=O)NCc2ccc(Cl)cc2)cc1,i,-2%,5%,0%,1%,-3%,-8%,8%
CN(C)/C=C(/C(=O)c1ccccc1)n1cncn1,i,-2%,8%,-3%,2%,-20%,-10%,4%
O=C(Nc1ccccc1)N(C1=NCCCCS1)c1cccc2ccccc12,-1%,-2%,4%,1%,-4%,-4%,6%,-4%
CNc1nnc(-c2cccc(N(C)C)c2)s1,-8%,-1%,-6%,-6%,-1%,-14%,-10%,-7%
CCc1ccc(Nc2ncccc2C#N)cc1,i,-16%,-7%,-1%,-5%,-1%,13%,11%
CC(C)CCNC(=O)C12CN(Cc3ccccc3)CC1C(c1ccc([N+](=O)[O-])cc1)=NO2 (stereo not drawn),6%,11%,-2%,2%,-16%,-5%,-7%,-22%
O=C(/C=C/c1ccco1)NC(=S)Nc1cccc(-c2nc3ccccc3o2)c1,-10%,5%,0%,-11%,7%,-6%,9%,-13%
COc1cccc(/C=N/n2cnnc2)c1OCc1ccccc1,-6%,2%,4%,-1%,2%,3%,4%,/
COc1cc(OC)c(OC)cc1/C=N/NC(=O)CCc1c(C)n[nH]c1C,-6%,-3%,/,-3%,-3%,0%,6%,2%
Cc1ccc(S(=O)(=O)N2c3ccccc3OCC2C(C)(C)C)cc1 (stereo not drawn),i,8%,-3%,3%,-6%,0%,-2%,18%
CC(C)(C)c1ccc(NC(=O)COC(=O)c2ccc(NS(=O)(=O)c3ccc(F)c(F)c3)cc2)cc1,-13%,5%,-6%,2%,3%,-8%,5%,1%
Cc1ccccc1NC(=O)C1CC(=O)OC12CCOC(C)(C)C2 (stereo not drawn),-9%,0%,8%,0%,-5%,2%,6%,-6%
Cc1cccc(C)c1NC(=O)N1CCC(n2c(=O)[nH]c3ccccc32)CC1,-9%,-6%,?,-1%,-4%,-1%,-12%,/
Cc1oc(C(C)(C)C)cc1C(=O)NC(Cc1ccccc1)C(=O)O (stereo not drawn),7%,9%[53 µM],13%,-1%[53 µM],17%,-3%,21%,-4%
Nc1nc(-c2c[nH]c3ccccc23)cs1,i,17%,-1%,35µM*[fluorescent],97%[activator],-12%,-26%,/
Cc1ccccc1NC(NC(=O)OCCn1c([N+](=O)[O-])cnc1C)C(Cl)(Cl)Cl (stereo not drawn),-10%,-26%[53 µM],-1%,7.1µM*[quencher],-3%,-6%,8%,29%
Cn1cc([N+](=O)[O-])c(C(=O)NCC(=O)O)n1,-23%,2%,2%,-1%,5%,-5%,8%,?
C[C@@H]1O[C@H]2C3=C(C(=O)[C@H]4O[C@@H]4[C@H]3O)[C@@H]1[C@@H]1[C@@H](C)OC=C3[C@H](O)[C@H]4O[C@@H]4/C(=N\OCc4ccccc4)[C@]312,-1%[11.5 µM],-1%[11.2 µM],/,-1%[11.2 µM],/,6%[17.4 µM],/,/
C=CCN1CC2(c3ccccc3)CN(CC=C)CC(c3ccccc3)(C1)C2=O,-5%,5%,?,-1%,10%,-1%,18%,-5%
C=CCn1c(C)cc(C(=O)CN2NS(=O)(=O)c3ccccc3C2=O)c1C,i,3%,8%,-1%,2%,0%,2%,-7%
CCCCC(=O)N/N=C/c1ccc(Sc2cccc3cccnc23)o1,13%,8%,-5%,0%,4%,-1%,-13%,/
O=C(O)c1cccc2c1C(=O)c1ccccc1-2,-3%,2%,-6%,1%,13%,-1%,0%,6%
CC(C)N(Cc1nc(-c2ccc(Cl)cc2)no1)C(=O)C12CC3CC(CC(C3)C1)C2,-1%,-1%,-6%,-7%,-7%,-13%,-4%,/
Cc1[nH]c2ccccc2c1C1=NNC(=Nc2ccc(F)cc2)SC1,-5%,-1%,?,-1%,20%,4%,-17%,-11%
COc1cccc(-c2nc(CS(=O)(=O)CC(=O)Nc3cccc(C)c3C)c(C)o2)c1,-12%,0%,-2%,-1%,7%,-8%,2%,-1%
Cc1c(Cc2ccccc2)c(=O)oc2cc(OCc3ccc(C(=O)O)cc3)ccc12,i,4%,5%,1%,0%,9%,-3%,1%
Cc1ccc(/C=N/NC(=O)CNC(=O)c2ccc(S(=O)(=O)N(C)C)cc2)o1,i,8%,-8%,-1%,2%,/,-12%,-6%
CCCN1C(=O)C(O)(CC(=O)c2ccc3c(c2)OCCO3)c2ccccc21 (stereo not drawn),-1%,-29%,0%,1%,6%,0%,4%,0%
COc1cc(-n2c(=O)c3ccccc3n(Cc3cccc(F)c3)c2=O)cc(OC)c1OC,0%,6%,-4%,0%,6%,-14%,3%,/
CCCCN(Cc1cc2cc(C)ccc2[nH]c1=O)C(=O)c1ccccn1,2%,-1%,/,-1%,-3%,-4%,3%,5%
O=C(Nc1nc(=O)n(C(=O)c2cccc(C(F)(F)F)c2)s1)c1ccccc1,-3%,-1%,/,0%,1%,-12%,0%,/
O=S(=O)(NCc1ccccc1)c1cccc2cccnc12,i,-1%,-7%,1%,2%,0%,-11%,/
Cc1nc2ccc(NC(=O)/C=C/C(=O)O)cc2nc1C,-2%,-4%,1%,-4%,-6%,-7%,6%,/
C/C(CCc1ccco1)=N/NC(=O)CCC(=O)Nc1cccc(Cl)c1,i,3%,8%,1%,9%,0%,8%,-3%
Cc1nc(NC(=O)c2cccs2)ccc1Br,i,-1%,-2%,-2%,-11%,-1%,13%,5%[11.4 µM]
O=[N+]([O-])c1cnn(-c2nc(-c3cccs3)cc(C(F)(F)F)n2)c1,-3%,10%,6%,-1%,6%,6%,0%,-28%
Cc1ccc(N2CC(C(=O)NC3CCSC3=O)CC2=O)cc1 (stereo not drawn),-2%,-3%,-4%,-2%,6%,-16%,2%,0%
Cc1ccc(C)c(NC(=S)N(Cc2ccc(Cl)cc2)Cc2ccc(C(=O)O)cc2)c1,-11%,1%,10%,-5%,-6%,-3%,0%,/
COc1ccc(CN=C2Nc3ccccc3CS2)cc1,-12%,0%,-6%,-5%,-10%,-6%,-9%,4%
CCN(CC)C(c1ccc(F)cc1)c1nnnn1C1CCCCC1 (stereo not drawn),-14%,2%,1%,-3%,-7%,-6%,-5%,3%
ON=C1/C(=N\O)CC2(C/C1=N/O)OCCO2,-1%,-3%,-13%,-12%,-6%,-8%,4%,?
CN1Cc2c(N3CCOCC3)nc(SCCC#N)c(C#N)c2CC1(C)C,18%,6%,/,1%,2%,5%,?,10%
CC(C)NC(=S)Nc1ccc2cn[nH]c2c1,-4%,2%,0%,-3%,2%,-2%,-16%,-1%
CC(C)N(C=O)C1(C(=O)NC2CCCCC2)CCCCC1,-13%,-2%,1%,2%,2%,-10%,-7%,-1%
CCN(CC)CCN1C(=O)c2ccccc2NC1c1ccc(C)cc1 (stereo not drawn),-3%,-7%,8%,-3%,-10%,3%,-8%,/
CC(C)N1CCC(N2CCN(Cc3ccc(Oc4ncccn4)cc3)CC2CCO)CC1 (stereo not drawn),i,2%,/,-4%,3%,5%,7%,-6%
Cc1cc(C(=O)N/N=C/c2ccc(O)c(O)c2O)c(C)n1-c1ccccc1,-1%,6%,?,-1%,35%[activator],3%,?,?
Cc1cc([N+](=O)[O-])nn1Cc1ccc(C(=O)N/N=C/c2ccccc2)cc1,-10%,-2%,-1%,1%,2%,13%,-9%,-4%
CCCC(NS(=O)(=O)c1ccc(Br)cc1)C(=O)O (stereo not drawn),-1%,-1%,-12%,1%,-8%,0%,8%,5%
O=C(O)c1ccc([N+](=O)[O-])cc1,-16%,-1%[201 µM],/,-3%[201 µM],-4%,-5%,/,/
Cc1ccc(-c2nc3cccnc3s2)cc1NC(=O)C1c2ccccc2Oc2ccccc21,i,10%,-3%,0%,7%,3%,-4%,-7%
CCN(CC)C(=O)C1CC(=O)OC12CCCCC2 (stereo not drawn),-7%,-11%,7%,0%,4%,2%,7%,-2%
COc1cc2c(cc1OC)C(c1ccccc1N)=NCC2,-2%,-1%,3%,-5%,1%,0%,8%,2%
O=C(CSc1nc2ccc(Cl)cc2[nH]1)NCCc1ccc(Cl)cc1,?,5%,3%,1%,18%,2%,13%,5%
COc1ccc(-n2c(SCC(=O)Nc3ccc4c(c3)OCO4)nc3c(c2=O)SCC3)cc1,-8%,-1%,6%[15.4 µM],1%,3%,6%,2%,-16%

# Five entries already listed, sorted by molar mass, ascending.
SMILES,RECQ1 helicase,TRb SRC2 PPI,GAA inhib,TR SRC2 fluor cs,GoLoco inh red,aGlu spleen mod,GAA glycogen mod,L3MBTL1 block
O=C(O)c1ccc([N+](=O)[O-])cc1,-16%,-1%[201 µM],/,-3%[201 µM],-4%,-5%,/,/
CCN(CC)C(=O)C1CC(=O)OC12CCCCC2 (stereo not drawn),-7%,-11%,7%,0%,4%,2%,7%,-2%
COc1cc2c(cc1OC)C(c1ccccc1N)=NCC2,-2%,-1%,3%,-5%,1%,0%,8%,2%
Cc1cc(C(=O)N/N=C/c2ccc(O)c(O)c2O)c(C)n1-c1ccccc1,-1%,6%,?,-1%,35%[activator],3%,?,?
O=C(CSc1nc2ccc(Cl)cc2[nH]1)NCCc1ccc(Cl)cc1,?,5%,3%,1%,18%,2%,13%,5%

# Screens from PubChem BioAssay.
